Screens (PubChem BioAssay)
M4 ag: human M4 muscarinic receptor agonists, primary screen, CHO-K1 cells, Fluo-8 calcium fluorescence | CHO-K1 hM4/Gqi5; vehicle 0%, full acetylcholine response 100% | activation, % at 3 µM | hit rate 0.14% among 360,000;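 active means activation above the run mean over all test wells plus 3 SD, cut at about 32% in these data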;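 further: peak over basal fluorescence ratio per well then scaled between controls; 0% = DMSO wells and 100% = acetylcholine at EC100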
Target sequence (P08173 whole entry, looked up): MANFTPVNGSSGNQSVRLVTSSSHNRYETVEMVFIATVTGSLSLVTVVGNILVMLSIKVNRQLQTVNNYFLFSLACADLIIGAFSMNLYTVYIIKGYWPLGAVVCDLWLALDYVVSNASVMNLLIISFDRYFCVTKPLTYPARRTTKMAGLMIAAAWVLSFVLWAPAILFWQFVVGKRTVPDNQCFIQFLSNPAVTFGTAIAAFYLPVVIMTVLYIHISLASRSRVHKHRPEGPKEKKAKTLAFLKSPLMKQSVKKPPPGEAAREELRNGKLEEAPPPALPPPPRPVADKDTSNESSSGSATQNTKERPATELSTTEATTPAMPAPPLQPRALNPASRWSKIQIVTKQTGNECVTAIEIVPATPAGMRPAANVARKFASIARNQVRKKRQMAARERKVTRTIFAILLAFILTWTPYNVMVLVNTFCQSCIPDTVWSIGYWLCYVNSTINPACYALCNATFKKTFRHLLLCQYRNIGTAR
CHO-K1 Ca antag: counter-screen for M1 antagonists: effect in parental CHO-K1 cells; ATP-induced calcium, Fluo-8 fluorescence; inhibition, % at 3 µM; hit rate 0.6% among 360,000;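 active means inhibition above a per-plate cutoff, the plate's mean sample inhibition plus 3 SD, cut at about 24% in these data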;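 further: 0% = DMSO plus EC80 ATP and 100% = DMSO alone without ATP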
OXTR potentiator: human OXTR potentiators, primary screen, fluorescence, CHO-OTR cells, Fluo-8 calcium; Oxytocin receptor (Homo sapiens), P30559; AID 2445, 2010; Fluo-8 calcium fluorescence, potentiator mode; 0% = oxytocin EC15, 100% = EC100; hit rate 0.061% among 320,000; activation, % at 3 µM;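 active means activation above that plate's cutoff, the mean activation of tested compounds plus 3 SD, cut at about 6.6% in these data, passing the limit was not always enough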;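 further: 100% uses oxytocin at 75 nM as the full agonist control; some results filed as inactive read as strong as hits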
Target sequence (P30559 whole entry, looked up): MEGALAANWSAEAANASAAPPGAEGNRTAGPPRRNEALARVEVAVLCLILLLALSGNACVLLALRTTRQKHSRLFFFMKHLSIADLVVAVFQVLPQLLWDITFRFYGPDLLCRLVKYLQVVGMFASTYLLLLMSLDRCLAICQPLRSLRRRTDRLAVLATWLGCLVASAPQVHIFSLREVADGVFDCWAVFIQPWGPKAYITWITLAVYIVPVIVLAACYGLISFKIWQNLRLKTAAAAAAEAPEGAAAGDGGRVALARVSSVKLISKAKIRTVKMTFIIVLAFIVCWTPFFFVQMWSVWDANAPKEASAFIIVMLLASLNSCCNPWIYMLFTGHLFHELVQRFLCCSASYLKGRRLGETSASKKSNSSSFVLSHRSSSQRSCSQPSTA
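assay system = CHO-OTR cells, human receptor | schedule = compound 6 min at room temperature before oxytocin, 100 s read | detection = Fluo-8 intracellular calcium fluorescence, ex 470-495, em 515-575 nm | evaluation = normalized max/min fluorescence ratio, % activation | control set = EC15 oxytocin alone as 0%, 75 nM oxytocin (EC100) as 100%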
M1 ag: human M1 muscarinic receptor agonists, primary screen, Fluo-8 calcium fluorescence, CHO-K1 cells, HTS | Muscarinic acetylcholine receptor M1 (Homo sapiens), P11229 | CHO-K1 hM1, agonist mode; 0% DMSO, 100% acetylcholine EC100 | activation, % at 3 µM | hit rate 0.33% among 360,000 | AID 588814, 2011;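 active means activation above the run's mean compound activation plus 3 SD, cut at about 16% in these data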;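 further: peak over basal fluorescence ratio within a 140 s kinetic read after compound addition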
M1 ag parental: counter-screen for M1 agonists: effect in parental CHO-K1 cells; Fluo-8 calcium fluorescence; scaled to maximal ATP response, vehicle zero; activation, % at 3 µM; hit rate 0.48% among 360,000; in the data active means activation above about 15%;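 further: untransfected CHO-K1 host cells lacking M1 receptor as counterscreen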
M1 antag: human M1 muscarinic receptor antagonists, primary screen, CHO-K1 cells, Fluo-8 calcium fluorescence, 1536-well; CHO-K1 hM1, ACh EC80 antagonist; hit rate 1.3% among 360,000; Muscarinic acetylcholine receptor M1 (Homo sapiens), P11229; inhibition, % at 3 µM;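 active means percent inhibition above its own plate's cutoff, namely the mean of that plate's compound wells plus 3 SD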;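 further: peak over basal fluorescence ratio during 140 s after agonist addition; 0% = ACh EC80 plus DMSO and 100% = DMSO alone without agonist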
CHRM4 antagonist: human M4 muscarinic receptor antagonists, primary screen, CHO cells, Fluo-8 calcium fluorescence; AID 624125, 2012; inhibition, % at 3 µM; hit rate 0.73% among 360,000; Muscarinic acetylcholine receptor M4 (Homo sapiens), P08173; CHO-hM4 cells, ACh EC80;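 active means inhibition above its plate's cutoff, the mean inhibition of sample wells plus 3 SD, cut at about 27% in these data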;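 further: 0% = acetylcholine EC80 with DMSO and 100% = DMSO without agonist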
M1 PAM: human M1 muscarinic receptor positive allosteric modulators, primary screen, CHO-K1 cells, Fluo-8 calcium fluorescence, 1536-well; CHO-K1 hM1, ACh EC20; 0% = ACh EC20, 100% = maximal ACh; activation, % at 3 µM; hit rate 0.088% among 360,000; in the data active means activation above about 19%, passing the limit was not always enough
CHO parental Ca: ATP-evoked calcium signal inhibitors, parental CHO, primary screen, counter-screen for OX1R antagonist project, cell-based, fluorescence, Fluo-8 calcium dye | parental CHO-K1, ATP-induced calcium, Fluo-8 fluorescence | inhibition, % at 5.6 µM | hit rate 0.63% among 330,000 | AID 463079, 2010;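 active means inhibition above that plate's mean sample inhibition plus 3 SD, cut at about 26% in these data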;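 further: 0% = ATP-challenged DMSO wells and 100% = DMSO wells without ATP; some compounds past the cut are filed as inactive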
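Measured by: calcium-sensitive Fluo-8 fluorescence / Test system: CHO parental line / Controls: ATP-challenged DMSO wells low, unchallenged DMSO wells high / Measure: % inhibition / Compound: single nominal dose of 5.6 µM per compound / Replicates: single well per compound, no replicates / Reagent: ATP as calcium-mobilizing challenge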
* hit, by the source's call; / = not tested or not shown.

mol	M4 ag	CHO-K1 Ca antag	OXTR potentiator	M1 ag	M1 ag parental	M1 antag	CHRM4 antagonist	M1 PAM	CHO parental Ca
O=C(COC(=O)CCN1C(=O)C2CC=CCC2C1=O)NCCc1ccccc1 (stereo not given)	1	9	-4	-2	0.1	5	4	9	-5
COC(=O)c1cc(OC)c(OC)cc1NC(=O)c1ccccc1C	1	-5	-1	-5	0.3	-13	4	14	-7
COc1cc(NC(=O)COC(=O)CC(NC(C)=O)c2ccccc2)cc(OC)c1 (stereo not given)	0	-10	-3	-2	0.3	-1	2	7	-7
COc1ccc(/C(CC2OC(=O)c3ccccc32)=N\NC(N)=O)cc1 (stereo not given)	1	-1	-2	-5	0.3	-6	-2	9	-7
CCCCn1c(=O)nc2n(-c3ccccc3C)c3ccccc3cc-2c1=O	-2	-7	5	-7	-0.1	-5	-2	7	-10
COc1ccc(Cl)cc1C(=O)NNC(=O)COC(=O)c1cccs1	2	7	0	-2	0.4	-7	-7	6	-5
CC(=O)Nc1ccc(NS(=O)(=O)c2cc(-c3n[nH]c(=O)c4ccccc34)ccc2C)cc1	6	-8	-6	-4	1.4	-2	3	2	-5
NNC(=O)c1cccc(COc2cccc(Br)c2)c1	1	-5	-7	-5	0.3	-3	-2	5	-8
CC1(C)OC2OC(COC(=O)c3ccccc3)C3OC(C)(C)OC3C2O1 (stereo not given)	1	-15	-2	-5	0.9	-2	-14	4	-7
CC(=O)C1=C(O)CCC1=NCCc1ccccc1	1	-15	-6	-3	4.9	11	1	-4	3
COc1c(Cl)cc(Cl)cc1C(=O)Nc1ccc(NC(=O)c2cccs2)cc1	13	-16	0	-3	3.4	26	-16	-14	-15
C=CCn1c(SCC(=O)Nc2cc(C)nn2-c2ccccc2)nnc1C1CCCCC1	-1	-10	-5	-6	0.1	-3	-5	2	-15
Cc1cccc(OCC(=O)Nc2ccccc2-c2ccccc2)c1	-1	18	-4	-6	-0.4	6	3	-2	-23
CCOC(=O)C1=C(C)N(C[C@@H]2CC[C@@H](Cc3ccc(-c4ccccc4)cc3)O2)C(=O)NC1c1ccc(Cl)cc1 (stereo not given in full)	0	-17	/	-4	0.9	-9	-8	1	-27
CC(=O)c1ccc(OCC(O)CNCc2ccc3c(c2)OCO3)cc1 (stereo not given)	2	-2	-7	-6	0.4	-9	-2	4	-15
Cc1sc2nc(-c3cccnc3)nc(Cl)c2c1-c1ccccc1	-2	-9	1	-6	0.0	1	-8	-2	-25
O=C(CSc1n[nH]c(=O)[nH]c1=O)Nc1c(Cl)cc(Cl)cc1Cl	1	-4	6	0	0.5	-1	-16	-1	-7
CCOc1cc(NC(=O)CC(C)C)c(OCC)cc1NC(=O)CCn1nnc2ccccc21	0	-6	-4	-4	0.0	0	2	2	-6
Cc1cc(NC(=O)c2cccc([N+](=O)[O-])c2)no1	0	5	-12	-2	-0.1	-16	-3	14	-10
COc1ccc2[nH]c3c(c2c1)CCN1C(=O)C(CC(=O)NCCC2=CCCCC2)C[C@H](C(=O)N2CCCCC2)[C@@]31C (stereo not given in full)	-1	-1	/	2	0.7	-16	-4	18	-16
CC(C)c1nnc(NC(=O)CC23CC4CC(CC(C4)C2)C3)s1	0	10	2	-1	-0.2	3	-1	-2	-6
Cc1ccc(NC(=O)CSc2ccccc2NC(=O)c2cccc(Cl)c2)cc1Cl	0	-9	0	-12	1.1	0	8	11	-15
Nc1nc(Nc2ccccc2F)sc1C(=O)c1ccccc1	1	-21	-4	17*	9.9	-3	-2	11	-22
COc1ccc(C(CNC(=O)C(=O)NC2CCCC2)N2CCN(C)CC2)cc1 (stereo not given)	1	-12	6	-7	2.6	-16	0	12	-7
CCOC(=O)c1c[nH]n(-c2ccc(C)cc2)c1=O	0	-12	-2	-1	1.9	-2	-2	7	-9
Cc1cccc(-c2nnc(SCCOc3ccc4c(C)cc(=O)oc4c3)o2)c1	1	-17	-14	-2	-0.1	-26	-6	15	-13
O=C(CCCOc1ccc(Cl)cc1)N1CCCCCC1	0	-15	-18	-2	1.6	-7	1	7	-16
CC(C)(C)S(=O)N1Cc2cc(CO)ccc2[C@@H]1CCO (stereo not given in full)	0	-1	/	-2	-0.3	-4	-1	1	/
CCC(=NNC(=O)c1ccc2c(c1)nc(C)n2CC)c1cc(F)ccc1O	1	-11	0	-3	1.5	-23	-3	10	-20
O=C(Cn1[nH]c(=O)c2ccccc2c1=O)OCC(=O)c1ccccc1Cl	2	4	7	-6	0.7	1	4	-5	-7
CCC(C)(C)n1nnnc1CN1CCSCC1	2	-20	-9	0	0.1	-23	10	7	-4
CCOC(=O)N/N=C/c1ccc(N(CC)CC)cc1O	0	-14	-6	-4	0.3	-3	4	-1	5
Cc1cc(NC(=O)CSc2nnc(-c3cccnc3)n2C)no1	1	-5	-3	-3	0.1	-1	5	1	-8
O=C(NC(=S)Nc1cc([N+](=O)[O-])ccc1O)c1cccnc1	0	-10	-5	-2	0.1	-12	-4	9	-6
CCOc1ccc(NC(=O)CCC(=O)NNC(=O)c2cccc([N+](=O)[O-])c2)cc1	0	-11	-1	0	1.0	-8	-2	11	-13
COC(=O)CCCC1=CC2=C(c3ccccc3)C(=O)C(C)(OC(=O)C3CCCC3)C(=O)C2=CN1CC1CC1 (stereo not given)	4	-12	-5	-13	-0.2	-1	-23	0	-13
Cc1ccc(S(=O)(=O)Nc2ccccc2CNC2CCCCC2)cc1	0	-4	-7	-7	-0.4	3	7	-2	-4
Cc1ccc(NC(=O)CN(C)C(C)C(=O)Nc2ccc(S(=O)(=O)N3CCCC3)cc2)cc1 (stereo not given)	5	-3	-12	-6	1.5	2	2	0	-24
O=C(Nc1ccc(Cl)cc1)C1CCCC1	0	-9	/	-6	0.0	-20	-3	6	/
COc1ccc(CC(NC(C)=O)C(=O)NC2CCN(C(=O)c3ccc(OC)c(OC)c3)CC2)cc1OC (stereo not given)	1	-18	-11	-3	0.6	-16	-2	11	2
CCOC(=O)c1cn2nc(Oc3ccccc3)ccc2n1	1	-10	-5	-1	0.5	-17	9	10	-8
COC(=O)c1cccc(NC(=O)CN2CCN(Cc3ccccc3)CC2)c1	3	-6	-9	-5	1.7	-3	-2	7	-6
CN1CCN(c2ccc(NC(=O)Cc3ccccc3)cc2)CC1	0	-3	3	-5	-0.2	-20	-2	10	11
Cc1cc(=O)[nH]c(SCC(=O)Nc2ccnc3ccccc23)n1	-1	-20	-7	-4	-0.1	-4	-4	6	1
Cc1ccc2nc(C)c(C(=O)N/N=C/c3ccc(C(=O)O)cc3)cc2c1	0	6	-12	-4	0.4	2	8	-3	-1
COC(=O)Cn1c(=O)c2c(nc3n2CCCN3CCc2ccc(OC)c(OC)c2)n(C)c1=O	1	18	-12	2	-0.2	-2	0	13	2
Cc1ccc(F)c(S(=O)(=O)NC(=O)C2(C)CCN2C(=O)Cc2ccccc2)c1 (stereo not given)	0	3	/	-2	0.4	-12	-1	8	/
CCOc1ccc(CN2CCN(Cc3ccc4cc(F)ccc4n3)CC2CCO)cc1 (stereo not given)	1	-8	0	-6	-0.3	-25	-18	19	-26
O=C(N/N=C1/CC(c2ccccc2)Oc2ccccc21)C1CC1 (stereo not given)	0	-1	3	-5	0.0	7	-5	-4	-10
CC(C)CCN(C(=O)Nc1ccc(Cl)cc1)C1CCN(C(C)C)CC1	5	11	-12	-2	1.4	0	1	5	6

The results go on.
mol	M4 ag	CHO-K1 Ca antag	OXTR potentiator	M1 ag	M1 ag parental	M1 antag	CHRM4 antagonist	M1 PAM	CHO parental Ca
Cc1ccccc1N/C(SCc1ccc(Cl)cc1)=C(/C#N)C(N)=O	-1	-10	-13	-8	0.4	12	18	-18	-22
CCN(CC)S(=O)(=O)c1cccc2cccnc12	0	2	1	-3	-0.1	-11	13	11	-4
CN1CCN(C2Cc3ccc(Cl)cc3Sc3ccc(F)cc32)CC1 (stereo not given)	8	1	-7	-8	2.3	60*	38*	-26	-7
O=S(=O)(NN1CCOCC1)c1ccc(Br)s1	2	-1	-9	-1	0.3	-14	7	11	2
CCOc1nc(-c2ccccc2)ncc1Oc1ccccc1	-1	-3	-2	-1	0.5	-11	-4	3	-11
Cc1ccc(N2C(=O)CC(Sc3ccccc3C(=O)O)C2=O)cc1 (stereo not given)	0	7	0	-3	-0.4	-5	11	7	-8
O=C(O)C(c1ccccc1)C1(O)CCCC1 (stereo not given)	0	-23	-10	0	0.3	-35	-4	6	9
CCOc1ccccc1NC(=O)NCCc1c[nH]c2ccccc12	6	-14	-20	-5	4.8	-6	3	1	-3
CCCc1cc(=O)oc2c(C)c(OC(C)C(=O)NCC(O)c3ccccc3)ccc12 (stereo not given)	2	-3	-2	-2	2.2	1	7	-3	-18
COC(=O)c1c(C)nc2ccccc2c1C(=O)O	1	0	-11	-2	0.2	-3	-3	5	-7
COC(=O)c1ccc(NC(=S)NNC(=O)CC(C)C)cc1	1	13	-8	-3	-0.1	4	-6	0	-3
O=C(C1COc2ccccc2O1)N1CCN(S(=O)(=O)c2cc(F)ccc2F)CC1 (stereo not given)	4	-7	-4	8	2.0	11	10	-9	-10
O=C(O)[C@H](Cc1ccccc1)NC(=O)C(c1ccccc1)(c1ccccc1)c1ccccc1	1	-15	1	-4	-0.2	22	-3	-7	-15
Cc1c(C(=O)N(C)C2CCCCC2)sc2ncnc(N3CCN(c4ccccc4F)CC3)c12	3	-4	-8	-6	0.5	0	-5	-3	-27
C[C@H](NC(=O)[C@@H]1Cc2ccccc2CN1C(=O)OC(C)(C)C)C(=O)NCC1CCCO1 (stereo not given in full)	0	4	-13	-1	0.0	-9	1	5	-2
CCN=C1SC(CC(=O)NC(C)c2ccccc2)C(=O)N1CC (stereo not given)	1	-8	-11	-8	0.3	-8	6	12	-6
COc1ccncc1-c1ccccc1C1=CC(=O)CC(C)(C)C1=O	2	-12	/	-3	0.0	-13	0	1	/
Cn1c(SCC(=O)n2c3c(c4ccccc42)CCCC3)nnc1-c1ccccc1	-1	11	-14	-6	-0.1	-3	10	2	-31

Printed as active in M1 antag (from the list above):
molecule	M4 ag	M1 antag	CHRM4 antagonist	M1 PAM
CN1CCN(C2Cc3ccc(Cl)cc3Sc3ccc(F)cc32)CC1 (stereo not given)	8	60*	38*	-26

Rows were taken by chance; any-hit rate near 2.9%.
